H9c2 TAG inh: triacylglycerol accumulation inhibition; H9c2 cells, Nile Red lipid (TAG) fluorescence; cells loaded with 200 µM oleic acid; inhibition, % at 12.5 µM; 0.66% of 230,000 active; AID 651582;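 active means pattern-corrected inhibition of lipid staining of at least 50% with the nuclear-stain viability signal not falling by more than 50%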;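 further: 0% = DMSO wells and 100% = triacsin C control wells; some results filed as inactive read as strong as hits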
H9c2 TAG inh DAPI viability: recorded beside H9c2 TAG inh, whose call it bears; DAPI nuclei signal change (viability), lower = more cytotoxic, %;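 whole-well DAPI fluorescence read on a plate reader as a viability signal; minus 50 percent equals half of cells still viable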
An asterisk follows results filed as active. A portion of the library; rates above refer to the full screens.

SMILES | H9c2 TAG inh | H9c2 TAG inh DAPI viability
Cc1onc(C(=O)NCc2cccs2)c1[N+](=O)[O-] | -7 | 0
CC1CC(C)CN(S(=O)(=O)c2ccc3c(c2)oc(=O)n3CC(=O)N2CCOCC2)C1 (configuration not stated) | 0 | 7
Cc1noc(NS(=O)(=O)c2ccc(NC(=O)CCC3CCCCC3)cc2)c1C | -5 | 9
O=C(O)CC(NC(=O)c1sc2ccccc2c1Cl)c1ccc(OC2CCCC2)cc1 (configuration not stated) | -2 | -6
COc1ccc2nc(SCC(=O)NCc3ccccc3)[nH]c2c1 | -13 | 13
COc1ccccc1-n1nnnc1SCC(=O)NCC1(N2CCCCC2)CCCCC1 | 5 | -8
CN(CC(=O)NCCc1ccc(S(N)(=O)=O)cc1)CC(=O)Nc1ccccc1Cl | 4 | -1
CC1CCCC(C)N1NC(=O)c1ccc(Cl)c(S(N)(=O)=O)c1 (configuration not stated) | -13 | 0
CC(=O)Oc1ccc(Cl)cc1CN(C(C)=O)C1CCCCC1 | -6 | -2
O=C(c1ccc(COc2ccccc2)o1)N1CCN(S(=O)(=O)c2ccccc2Cl)CC1 | -20 | -3
CC(C)C12CN(C(=O)c3ccccc3[N+](=O)[O-])CC(C(C)C)(CN(C(=O)c3ccccc3[N+](=O)[O-])C1)C2=O | -15 | 0
O=C(O)c1ccccc1C(=O)Nc1ccc(-c2csc(-c3ccccc3)n2)cc1 | -6 | 9
CC1(Cc2ccc3c(c2)OCO3)C(=O)Nc2c(Cl)ccc(Cl)c21 (configuration not stated) | 1 | -13
COc1ccc(C2c3sc(=O)[nH]c3SC3C4CCC(C4)C23)cc1 (configuration not stated) | 7 | -1
COc1cc(CN(C)CC2CCCN(CCc3cccc(C(F)(F)F)c3)C2)ccc1O (configuration not stated) | 5 | 7
O=C(C(c1ccccc1)c1ccccc1)N1CCN(CC(O)COc2ccccc2)CC1 (configuration not stated) | -30 | -3
COc1ccc(C(OC(=O)c2ccco2)C(=O)NCC2CCCO2)cc1 (configuration not stated) | 23 | -18
COC(=O)c1nn(-c2ccccc2)c(Cl)c1/C=N/OC(=O)c1ccc(Cl)c(Cl)c1 | -4 | 7
O=[N+]([O-])c1cc(Br)ccc1C[n+]1ccccc1 | 18 | -11
Cc1cc(Br)ccc1NC(=O)CNC(=O)CSc1nccn1C | -5 | 0
Cc1ccc(S(=O)(=O)Nc2ccc3cn[nH]c3c2)cc1 | 6 | 2
CCn1c(-c2cccs2)nc2ccccc21 | -9 | -3
Cc1cccc(C(=O)OCC(=O)NC(=O)c2ccccc2)c1O | 11 | 2
Cc1cc(C(=O)N2CCC(C(N)=O)CC2)c(C)o1 | 6 | -2
Cc1ccc(C(=O)N2CC(C)CC(C)C2)cc1S(=O)(=O)N1CCCCC1 (configuration not stated) | -12 | 1
CC1(C)CC(=O)C2=C(C1)OC(=O)CC2c1cccs1 (configuration not stated) | 1 | 3
Cc1ccc(S(=O)(=O)N(C)Cc2ccccc2)cc1C(=O)N1CCCCC1 | 4 | -8
CN(C)c1nc(N)c(C#N)c(C#N)c1C#N | 2 | 2
COCCNC(=O)C(NC(=O)C1CCCCC1)C12CC3CC(CC(C3)C1)C2 (configuration not stated) | 1 | -4
O=C(COC(=O)CNC(=O)c1ccc(F)cc1)NC1CCCc2ccccc21 (configuration not stated) | -11 | 2
O=C1CN2C(=Nc3ccc(Cl)cc3C2c2ccccc2)CN1 (configuration not stated) | 6 | 9
O=C(Nc1ccccn1)C(c1ccccc1)c1ccccc1 | -32 | 17
O=C(NCCc1ccc(F)cc1)C1CCCO1 (configuration not stated) | 9 | -8
Cc1ccc(C)c(N2CCN(CCCNC(=O)Cn3cc4c(n3)CCCCC4)CC2)c1 | 5 | 2
COc1ccc2[nH]c(C)c(C(=O)CN3CCOCC3)c2c1 | -8 | -2
Cc1ccc(/C([O-])=C(/C(=S)NCc2ccco2)[n+]2ccccc2)cc1[N+](=O)[O-] | 1 | 3
O=C(Cc1cn2ccsc2n1)Nc1nc2c(s1)CCCC2 | 12 | 2
COC1OC2COC(c3ccccc3)OC2C(NC(C)=O)C1OC(C)=O (configuration not stated) | -10 | -3
N#CCSc1ccc(-c2nc3ccccc3[nH]2)cn1 | -5 | 12
Clc1cc(Cl)cc(Nc2ccccc2CN(C/C=C/c2ccc3c(c2)OCO3)Cc2ccccc2)c1 | -6 | -8
COc1ccc(S(=O)(=O)CCc2nnc(NC(=O)c3cccs3)s2)cc1 | 0 | -6
O=C(Nc1ccccc1)C1=C[C@@H](C2CC2)C[C@@H](OCc2ccc(CO)cc2)O1 | 13 | -14
CCC(Cc1ccccc1)NC(=O)CSc1ccsc1[N+](=O)[O-] (configuration not stated) | -34 | 4
CCOCCn1c(SC(C)C(C)=O)nc2c1c(=O)[nH]c(=O)n2C (configuration not stated) | -6 | -2
O=C(CCNS(=O)(=O)c1ccc(OC(F)(F)F)cc1)Nc1cccc(S(=O)(=O)N2CCCC2)c1 | 5 | 0
OC1(c2ccccn2)COc2ccccc2O1 (configuration not stated) | 9 | -4
O=c1c(-c2ccc(Cl)cc2)coc2c(CN3CCCCC3)c(O)ccc12 | 13 | 16
CC1(C)NC(=O)N(CC(O)COc2ccc(-c3ccccc3)cc2)C1=O (configuration not stated) | 23 | 0
COc1ccc(C(=O)N2CCN(c3ccc(NC(=O)c4cccnc4)cc3)CC2)cc1 | 10 | -2
N#Cc1ccccc1Sc1ccccc1C(=O)OCc1nnc(-c2ccccc2)o1 | -6 | 8
Cc1cccc2sc(NC(=O)CCn3cccc3)nc12 | -4 | 0
CCCNC(=O)C1(C)CCCN(C(=O)CN2C(=O)c3ccccc3C2=O)C1 (configuration not stated) | -8 | -9
CCOC(=O)N1CCN(c2cc(N(C)CCO)c([N+](=O)[O-])c3nonc23)CC1 | -13 | 6
Cc1ccc(CNC(=O)C2CCC(=O)N(CCCN3CCOCC3)C2)cc1 (configuration not stated) | -11 | -5
COc1ccccc1C(=O)O/N=C1/CCCc2c1ccc(OC)c2[N+](=O)[O-] | 1 | 11
Cc1ccc(C(=O)c2nocc2C(=O)c2cccs2)cc1 | 10 | 2
COc1ccc(C(=O)N2CC(=O)Nc3ccccc32)cc1S(=O)(=O)N1CCCC1 | 1 | -4
O=C(CN1CCN(S(=O)(=O)c2ccc3ccccc3c2)CC1)Nc1ccc(N2CCOCC2)cc1 | -18 | 1
CCOc1ccc(NC(=O)CN2CCN(C(=O)C3CCCO3)CC2)cc1 (configuration not stated) | -13 | -4
O=C(COc1ccccc1)NNc1nc2ccccc2s1 | -2 | 0

More compounds.
SMILES | H9c2 TAG inh | H9c2 TAG inh DAPI viability
COc1cccc(NS(=O)(=O)c2ccc(Br)s2)c1 | 10 | 8
CCOC(=O)CN1C(=O)N[C@@H](CCc2ccccc2)[C@@H](C(=O)OC)[C@H]1C | 13 | 2
COc1ccccc1-c1nnc(SCC(=O)Nc2nc(-c3ccccc3)cs2)n1C | 26 | -22
Cc1cccc(CNC(=O)CCc2nnc(C3CCCCC3)o2)c1 | 6 | -8
COc1ccccc1C(=O)N1CCN(C(=O)c2ccncc2)CC1 | 7 | -6
Cc1cc(C(=O)NNC(=S)Nc2cccc(C(F)(F)F)c2)nn1C | -16 | -2
Cc1ccccc1NC(=O)C(=Cc1ccc(C(=O)O)cc1)C(=O)Nc1ccccc1C | 98 | -58
Cc1ccc(NC(=O)CCN2C(=O)C3CCCCC3C2=O)c(O)c1 (configuration not stated) | -1 | -11
O=C(NCCCn1ccnc1)C(=O)NCc1ccc(Cl)cc1 | -14 | 15
COc1ccc(OC)c(CN2CCN(C(=O)c3cccc(S(=O)(=O)Nc4ccccc4OC)c3)CC2)c1 | 12 | 3
Cn1c(N2C(=O)CC(Cc3ccccc3)C2=O)nc2ccccc21 (configuration not stated) | 9 | -6
CCNC(=O)C1CC(=O)OC12CCCCC2 (configuration not stated) | 15 | -4
Cc1cccc(NC(=O)c2cc(Cl)nc3ccccc23)c1 | -3 | 9
CCN1CCSc2ccc(C(=O)NCc3ccc(OC(C)C)cc3)cc21 | 7 | 8
Cc1ccc(S(=O)(=O)N2CCC(C(=O)Nc3cc(C(F)(F)F)ccc3N3CCOCC3)CC2)cc1C | -7 | -11
CNCCOc1ccccc1C(C)(C)C | -3 | 7
CCc1ccc(NC(=O)CSCc2ccc(C(=O)O)cc2)cc1 | 19 | -6
CC(=O)c1c(C)[nH]c(C(=O)Nc2cc(S(=O)(=O)N3CCCCC3)ccc2C)c1C | -3 | 5
O=C(OCCOc1ccccc1F)c1cccc(S(=O)(=O)N2CCOCC2)c1 | -4 | -4
O=C(CCc1nc(-c2ccccc2Cl)no1)NC1CCCC1 | 4 | 1
CC(C)C(C)(C#N)NC(=O)CSc1nnc(-c2ccncc2)n1Cc1ccccc1 (configuration not stated) | 4 | 11
COCCCN1C(=O)C(=O)/C(=C(/O)c2ccc3c(c2)CC(C)O3)C1c1cccnc1 (configuration not stated) | 6 | 13
Cc1c(Br)cccc1NC(=O)C1(C)CCN1CCc1ccccc1 (configuration not stated) | 16 | -1
O=C(CC1CCCC1)NCCS(=O)(=O)N1CCN(c2ccccc2F)CC1 | 7 | -1
O=C(CN1CCN(c2ccccc2)CC1)Nc1ccc(OCc2ccccc2)cc1 | 28 | 4
O=C(NCc1cccc2[nH]ccc12)C1CCC(=O)N(CCc2ccc(Cl)cc2)C1 (configuration not stated) | 11 | 3
C/C(=N/NC(=O)CCc1ccccc1)c1ccco1 | -7 | -7
CC(=O)N(C)c1ccc(N2CCOCC2)c2c1C(=O)c1ccccc1C2=O | 13 | -6
O=C(c1ccccc1)N1CCN(Cc2ccccc2C(F)(F)F)CC1 | -9 | 3
COc1ccc(OC)c(NC(=O)CCCN2C(=O)C3C4C=CC(C4)C3C2=O)c1 (configuration not stated) | 1 | 8
CN(c1ccccc1)S(=O)(=O)c1cccc(C(=O)NC2CCCC2)c1 | -2 | -8
OC[C@H]1O[C@@H](Oc2ccc(O)cc2)[C@H](O)[C@@H](O)[C@@H]1O | -6 | 1
COC(=O)c1sc(NC(=O)C(C)C)c(C(=O)OC)c1C | 23 | 11
CCN(C(=O)Cn1c(=O)n(-c2cc(OC)c(OC)c(OC)c2)c(=O)c2ccccc21)c1cccc(C)c1 | 3 | -1
C=CCC(NC(=O)Cc1ccccc1)C(=O)NCCC (configuration not stated) | 0 | -5
O=C(c1ccc(Cl)cc1[N+](=O)[O-])N1CCc2ccccc2C1 | 4 | -9
CCc1ccc(CNC(=O)c2cc3c(C)nc4ccccc4c3o2)cc1 | -31 | 3
COc1cc(NC(=O)C2CC2C)c(C(=O)O)cc1OC (configuration not stated) | -16 | -2
Cc1onc(-c2c(Cl)cccc2Cl)c1COC(=O)c1ccc(Cl)cc1 | -15 | 10
Cc1ccc(-c2nn(-c3ccc(F)cc3)cc2C(=O)NC2CCC(O)CC2)cc1 (configuration not stated) | -29 | 7
Cn1nc(C(F)(F)F)c(-c2ccc(Br)cc2)c1NC(=O)Nc1ccc(F)cc1F | 8 | 6
CC(C(=O)NC1CCCCC1)N1CCN(S(=O)(=O)c2cccs2)CC1 (configuration not stated) | 5 | -3
Cc1ccc(NC(=O)c2cc(NC(=O)c3ccco3)ccc2N2CCOCC2)cc1Cl | 34 | 4
O=C(COC(=O)c1ncc(Cl)c(Cl)c1Cl)NC(=O)c1ccccc1 | -2 | -4
O=C1C(=O)c2ccccc2C(O)=C1c1cccc([N+](=O)[O-])c1 | -1 | 8
CC(C)[C@H](NC(=O)c1ccccc1Cl)C(=O)OCC(=O)NC(=O)NCc1ccco1 | 9 | -6
Nc1nc(SCc2ccc(Cl)cc2Cl)n[nH]1 | 6 | 6
Cc1ccc(NC(=O)CSCC(=O)N2CCN(Cc3ccc4c(c3)OCO4)CC2)cc1 | 6 | -5
CCCc1cc(=O)[nH]c(SCC(=O)c2cc(C)n(CC(F)(F)F)c2C)n1 | 3 | 11
O=C1[C@@H](Oc2ccccc2)[C@@H](c2ccncc2)N1c1ccncc1 | -23 | -2
OCCC1CN(Cc2ccccn2)CCN1C1CCCC1 (configuration not stated) | 12 | -7
COc1ccc2nc3cc(Cl)ccc3c(C#N)c2c1 | -5 | 11
CN(CC(=O)Nc1ccc(OC(F)(F)F)cc1)C(=O)c1ccccc1SCC(=O)N1CCCC1 | -2 | -6
COC(=O)c1ccc(CN(c2ccccc2Cl)S(C)(=O)=O)cc1 | -11 | -8
